Compound activity (PubChem BioAssay)
Autophagy mod – modulators of autophagy; MEF GFP-LC3 puncta imaging; test concentration mostly 10 µM; calls only at 10 µM (by protocol); 190,000 tested, 0.98% active;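 active = percentage of spot-positive cells more than 3 SD above its plate mean, without a fluorescence outlier flag or 80% toxicity; inconclusive = no clear call, values can overlap the other calls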;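 note: spot-positive cell cutoff set from DMSO-treated cells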
WT yeast gro inh – growth inhibition of WT yeast, mitochondrial fusion screen | inhibition, % at 10 µM | mitochondrial fusion phenotypic screen, WT strain | 190,000 tested, 2.1% active; in the data active = inhibition above about 58%; tested in S. cerevisiae
LYP phosphatase – PTPN22 lymphoid phosphatase activity blockers – biochemical, fluorescence intensity, uHTS (AID 1779) | recombinant LYP phosphatase, fluorescence intensity; higher % means a stronger effect | inhibition, % at 11.5 µM, or IC50 in µM where a hit was titrated | 290,000 tested, 0.054% active; in the data active = inhibition above about 50%;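 note: plate controls were vehicle with enzyme for no effect and no enzyme for full effect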
NTR1 ag – agonists of NTR1, primary screen, imaging, U2OS cells, beta-arrestin-GFP, high content (AID 493036). NTR1-U2OS beta-arrestin-GFP spot imaging, agonist mode. activation, % at 20 µM. 330,000 tested, 0.17% active;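 active = activation at or above 40% of the spot to cytoplasm intensity ratio, with at least 20 cells analyzed; inconclusive = wells under 20 cells, flagged as cytotoxic or low count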;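 note: 0% = DMSO without peptide and 100% = 100 nM NTR1 peptide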
Target sequence (P30989 whole entry, looked up): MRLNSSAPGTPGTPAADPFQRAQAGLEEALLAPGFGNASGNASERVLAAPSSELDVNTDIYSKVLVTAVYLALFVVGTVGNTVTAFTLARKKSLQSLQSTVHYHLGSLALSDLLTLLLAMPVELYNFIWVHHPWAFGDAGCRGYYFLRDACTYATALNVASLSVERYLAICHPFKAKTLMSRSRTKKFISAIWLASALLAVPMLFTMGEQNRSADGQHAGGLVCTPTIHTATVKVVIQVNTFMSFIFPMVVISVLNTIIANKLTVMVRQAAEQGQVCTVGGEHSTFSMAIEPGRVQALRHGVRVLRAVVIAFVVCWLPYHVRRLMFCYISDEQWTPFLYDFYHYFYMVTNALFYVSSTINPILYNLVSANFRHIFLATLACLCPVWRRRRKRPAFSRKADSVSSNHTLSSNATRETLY
GPR35 arrestin U2OS – inhibition of zaprinast-stimulated GPR35 beta-arrestin translocation – imaging, U2OS, beta-arrestin-GFP, zaprinast agonist, primary screen (AID 2058). U2OS GPR35 beta-arrestin-GFP translocation imaging, zaprinast antagonism; higher % means a stronger effect. inhibition, % at 10 µM, or IC50 in µM where a hit was titrated. 290,000 tested, 0.052% active;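 active = inhibition of at least 50% with at least 30 cells and total cytoplasm GFP at most 10,000,000; inconclusive = under 30 cells or total GFP of 10,000,000 plus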
RSV antiviral HEp-2 – RSV antiviral activity via CPE protection, HEp-2 cells, primary 10 µM value included (AID 2391); HEp-2 cells, RSV-induced CPE inhibition; higher % means a stronger effect; one-dose CPE inhibition, % at 10 µM; IC50 in µM for titrated hits; 310,000 tested, 0.13% active; in the data active = a potency from the dose series; inconclusive = CPE inhibition mostly from about 23% at the one dose, without a potency; inactive = the rest, 99 in 100 with CPE inhibition below about 21%; note: strong numbers were not always called active
K1F lysis inhibition – protection from phage-mediated lysis, alamar blue read-out – E. coli UTI89, K1F phage, bacterial capsule biogenesis inhibitors (AID 488966); E. coli UTI89 K1F phage lysis, alamar blue, 2 h; higher % means a stronger effect; one-dose inhibition, % at 100 µM; IC50 in µM for titrated hits; 340,000 tested, 0.02% active;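 active = phage lysis inhibition, versus mean bacterial control, above a set limit; inconclusive = no clear call, values can overlap the other calls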;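 note: capsule biogenesis inhibitors block K1F phage lysis so surviving cells raise fluorescence; higher fluorescence means more inhibition of phage lysis; actives were called in the ten point dose series up to 300 µM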
Dengue-2 NS5 capping – Dengue-2 NS5 methyltransferase inhibitors, primary screen, biochemical, confirmation dose response (AID 588689) | Dengue-2 NS5 methyltransferase capping enzyme assay, biochemical; higher % means a stronger effect | inhibition, % at 25 µM; hits with a dose series show IC50 in µM | 340,000 tested, 0.3% active; in the data active = a potency from the dose series; inconclusive = inhibition above about 29% without an active follow-up result
AID2073 – disruptors of CaV2.2 binding to Mint1 – biochemical, HTRF (AID 2073). HTRF protein-protein interaction, Mint1-CaV2.2; higher % means a stronger effect. one-dose inhibition, % at 20 µM; IC50 in µM for titrated hits. 290,000 tested, 0.19% active; in the data active = inhibition mostly above about 51%, no sharp cut-off; inconclusive = no clear call, values can overlap the other calls; inactive = mostly below about 53%; note: some results filed as inactive read as strong as hits
WT yeast gro inh mutant strain – second read-out of WT yeast gro inh, no call of its own (marks repeat the call); inhibition, %; mitochondrial fusion phenotypic screen, mutant strain inhibition
Autophagy mod cell loss 18 h – also measured in Autophagy mod; calls as there; toxicity, %; measured here: cell loss, nuclei count;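 cell loss after 18 h compound exposure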
NTR1 ag cell count 20 µM – second read-out of NTR1 ag, no call of its own (marks repeat the call); cell count; measured here: cell count, cytotoxicity flag
* marks the source's active call; other numbers are inactive results; i = inactive; ? = inconclusive; nt = no result given; + = active, no number; [ ] = remark or other dose.

SMILES | Autophagy mod | Autophagy mod cell loss 18 h | WT yeast gro inh | WT yeast gro inh mutant strain | LYP phosphatase | NTR1 ag | NTR1 ag cell count 20 µM | GPR35 arrestin U2OS | RSV antiviral HEp-2 | K1F lysis inhibition | Dengue-2 NS5 capping | AID2073
O=C(c1ccccc1)N1CCN(C(=O)c2ccncc2)CC1 | i | -2 | nt | nt | nt | 0.5 | 70 | nt | 0.7% | 0.6% | 1% | nt
COc1cccc(C(=O)NCC2(c3ccccc3)CCCC2)c1 | i | -13 | 8 | 3 | -12% | 2.7 | 42 | 9% | 5.1% | 0.3% | -7% | 2%
O=C(C=C1CCN(c2ncc(C(F)(F)F)cc2Cl)CC1)NNC(=O)Nc1ccc(Cl)cc1 | i | 20 | -3 | -5 | -3% | 2.1 | 84 | 16% | -1.0% | 0.0% | -1% | -1%
CCN(CC(=O)Nc1c(F)cccc1F)C(=O)c1ccc(N2CCCC2=O)cc1 | nt | nt | nt | nt | nt | -0.3 | 89 | nt | -0.5% | 1.2%[50 µM] | 0% | nt
CCOC(=O)c1cc(-c2ccccc2C)nn1Cc1cc(CC)no1 | nt | nt | nt | nt | nt | 15 | 45 | nt | 4.7% | -1.0% | -2% | nt
O=[N+]([O-])c1ccc(Oc2cccc(C(F)(F)F)c2)nc1 | nt | nt | nt | nt | -3% | 2.2 | 50 | -7% | 4.6% | 1.1% | -3% | 8%
CCOC(=O)CNC(=O)CSc1nc(N(C)C)nc(N2CCOCC2)n1 | i | 0 | -5 | 12 | -1% | 0.0 | 57 | -21% | 2.7% | 0.0% | nt | 8%
Cc1ccc(N2C(=O)C3CC(c4ccccc4)=C4C5C=CC(C6C(=O)N(c7ccc(C)cc7)C(=O)C56)C4C3C2=O)cc1 (stereo not given) | i | -7 | -11 | -1 | 10% | 1.4 | 41 | -9% | 1.3% | -0.2%[50 µM] | -7% | 11%
Cc1ccc(OC(=O)c2cccc(S(=O)(=O)N3CCN(C)CC3)c2)c(Br)c1 | nt | nt | nt | nt | -9% | -0.5 | 45 | -16% | 1.7% | 0.1% | -3% | -9%
Cc1ccc(-c2noc(C3CCN(S(C)(=O)=O)CC3)n2)o1 | i | 7 | -1 | 8 | -14% | 1.9 | 50 | -17% | 1.3% | 7.9% | -8% | 5%

Sorted by the number under Dengue-2 NS5 capping (highest first): some entries from above.
| Structure | WT yeast gro inh mutant strain | LYP phosphatase | GPR35 arrestin U2OS | RSV antiviral HEp-2 | Dengue-2 NS5 capping | AID2073 |
| --- | --- | --- | --- | --- | --- | --- |
| O=C(c1ccccc1)N1CCN(C(=O)c2ccncc2)CC1 | nt | nt | nt | 0.7% | 1% | nt |
| O=[N+]([O-])c1ccc(Oc2cccc(C(F)(F)F)c2)nc1 | nt | -3% | -7% | 4.6% | -3% | 8% |
| Cc1ccc(-c2noc(C3CCN(S(C)(=O)=O)CC3)n2)o1 | 8 | -14% | -17% | 1.3% | -8% | 5% |

Continued.
SMILES | Autophagy mod | Autophagy mod cell loss 18 h | WT yeast gro inh | WT yeast gro inh mutant strain | LYP phosphatase | NTR1 ag | NTR1 ag cell count 20 µM | GPR35 arrestin U2OS | RSV antiviral HEp-2 | K1F lysis inhibition | Dengue-2 NS5 capping | AID2073
CCOC(=O)c1ccc(NC2c3ccccc3C(=O)N2c2cccnc2)cc1 (stereo not given) | i | -8 | 6 | -4 | -2% | 5.2 | 62 | -15% | 7.5% | 2.6% | -3% | -5%
COc1ccc(N2CCN(S(=O)(=O)c3c(C)[nH]c(C)c3C(=O)N3CCCC3)CC2)cc1 | nt | nt | nt | nt | -13% | -0.9 | 64 | 14% | -0.4% | -0.4% | -4% | 28%
O=C(CN1CCc2ccccc21)NCc1ccccc1Cl | i | 9 | 1 | -7 | -6% | 1.2 | 67 | -13% | 1.7% | 2.6% | 0% | -1%
CCCCC(=O)Nc1cccc(NC(=O)c2cccnc2Cl)c1 | nt | nt | nt | nt | -5% | -0.1 | 33 | 5% | 1.1% | 1.0% | -1% | 5%
Cc1nc(C(=O)NCC(=O)c2ccc(Cl)cc2)c(C(F)(F)F)o1 | nt | nt | nt | nt | -8% | 1.0 | 60 | 8% | 0.9% | -1.1% | 0% | -2%
CCOc1ncccc1C(=O)OCC(=O)Nc1c(C)cccc1C | i | 44 | 1 | 7 | -8% | -0.6 | 65 | -5% | 0.9% | 1.9% | -1% | -1%
COc1ccc(/C=C/C(=O)NCC(=O)N/N=C/c2ccc(OC)cc2)cc1 | i | 6 | -7 | 11 | -2% | -0.5 | 63 | 9% | 0.9% | 0.1% | -2% | 13%
CCOc1ncccc1C(=O)OCC(=O)NCCc1ccc(S(N)(=O)=O)cc1 | nt | nt | nt | nt | nt | 1.1 | 59 | nt | 0.8% | 0.5%[50 µM] | -8% | nt
CC(=O)N1[C@H](Cc2ccccc2)C=C[C@]1(C)C(=O)NCc1ccccn1 | i | -3 | 0 | -12 | -4% | -1.9 | 75 | 11% | 1.7% | 0.1% | -7% | 26%
CC1(C)CC(=O)c2cn3nc(C(F)(F)F)nc3nc2C1 | i | -3 | -6 | 0 | -10% | 1.6 | 41 | 4% | 0.9% | -0.7% | -3% | -7%
CC(C)CN(C(=O)Cn1c(Cl)nc2c1c(=O)n(C)c(=O)n2C)C1CCS(=O)(=O)C1 (stereo not given) | nt | nt | nt | nt | nt | -0.5 | 72 | nt | 0.9% | 2.2%[50 µM] | -8% | nt
CN(C)/C=C1/Nc2ccccc2C1=O | i | 27 | 10 | 7 | -2% | -2.3 | 62 | -2% | 0.9% | 13% | 14% | -30%
COc1ccc(NC(=S)N2CCc3cc(OC)c(OC)cc3C2)cc1 | nt | nt | nt | nt | -7% | 0.8 | 55 | -7% | 8.3% | -1.0% | 6% | -24%
COC(=O)C1C(=O)c2c([nH]c(C(=O)OCCOC(C)C)c2C)CC1C (stereo not given) | i | -4 | -2 | 0 | -5% | 0.2 | 41 | -3% | 1.2% | nt | nt | 4%
CC(C)CCn1c(N2CCN(Cc3ccccc3)CC2)nc2c1c(=O)[nH]c(=O)n2C | i | -2 | nt | nt | -10% | nt | nt | -5% | nt | nt | nt | 0%
COc1ccc([C@H]2CC(=O)C=C(c3ccccc3Oc3ccccc3)C2)cc1 | nt | nt | nt | nt | nt | 4.0 | 59 | nt | 0.5% | 1.3% | -7% | nt
NC(=O)CC(NC(=O)c1cccc(Br)c1)c1ccc(NCCN2CCOCC2)c([N+](=O)[O-])c1 (stereo not given) | nt | nt | nt | nt | -3% | 0.3 | 90 | -3% | nt | nt | nt | ?
Cc1ccc(NC(=O)C2CC(=O)N/C(=N/N=C/c3ccco3)S2)cc1 (stereo not given) | i | -7 | -14 | 8 | -5% | 2.0 | 41 | -2% | 2.2% | 4.4%[50 µM] | -5% | 24%
Cc1ccc(S(=O)(=O)NCC(c2cccnc2)N2CCc3ccccc32)cc1 (stereo not given) | nt | nt | nt | nt | -5% | 0.9 | 64 | -9% | 6.3% | -0.1% | -7% | 9%
COc1cccc(NC(=O)CNC(=O)Cn2cnc3sc4c(c3c2=O)CCCC4)c1 | nt | nt | nt | nt | -11% | 2.0 | 55 | -8% | 2.9% | -0.1% | 4% | 7%
Cc1ccc(NC(=O)COC(=O)COc2ccc3ccc(=O)oc3c2)cc1[N+](=O)[O-] | nt | nt | nt | nt | nt | -2.9 | 46 | nt | 0.9% | 0.8%[50 µM] | -10% | nt
CC(=O)N1c2ccc(S(=O)(=O)N3CCC(C(=O)NC(C)c4ccccc4)CC3)cc2CC1C (stereo not given) | nt | nt | nt | nt | -2% | -2.3 | 40 | 9% | 1.4% | 0.1% | -5% | 9%
O=C(Nc1ccccc1)N1CCC(C(=O)N(Cc2ccco2)Cc2cccs2)CC1 | i | 4 | -24 | -4 | -4% | 1.8 | 90 | 4% | 3.8% | 0.4% | -5% | -8%
CCOc1nc(-c2ccccc2)ccc1-c1noc(-c2ccco2)n1 | i | -8 | 16 | -12 | 3% | 0.3 | 94 | -8% | 4.0% | -0.4% | -6% | 34%
O=C(OCc1ccccc1)Oc1cncc(C(=O)O)c1 | i | -1 | 45 | 8 | -3% | 1.1 | 72 | -3% | 1.3% | 1.4% | 3% | -7%
CC(=O)Oc1c(C(C)C)cc(N(C(C)=O)c2ccccc2)cc1C(C)C | nt | nt | nt | nt | nt | -1.3 | 36 | nt | 2.5% | -1.5% | -4% | nt
O=C(O)C(Cc1ccccc1)N1CCS(=O)(=O)CC1 (stereo not given) | i | 0 | 1 | -10 | -16% | -0.2 | 38 | -1% | -0.7% | 2.4% | 4% | 17%
COc1ccc(C(=O)OCN2C(=O)c3ccccc3C2=O)cc1 | i | 7 | 5 | 10 | 6% | -1.6 | 90 | -11% | 0.9% | 0.3% | -3% | -10%
N#C/C(=C\c1ccco1)C(=O)NCc1ccccc1 | i | 18 | -11 | -15 | 8% | 1.5 | 91 | -11% | 0.3% | 0.5% | -8% | 2%
Cc1sc(/N=C/c2c(O)ccc3ccccc23)c(C#N)c1C | + | -13* | 5 | -13 | -1% | 0.2 | 85 | 6% | -0.3% | nt | nt | 0%
COc1cc(OC)c2ccc(=O)oc2c1C(CCN1CCCCC1)c1ccc(N(C)C)cc1 (stereo not given) | nt | nt | nt | nt | -11% | -0.3 | 92 | -12% | -2.1% | 3.7% | -7% | 2%
COc1ccc(C(C)NC(=O)C2C(=O)NC3(C)CC2c2ccccc2O3)cc1 (stereo not given) | i | 9 | -14 | -5 | -5% | 0.9 | 34 | 8% | 1.4% | 0.6% | 1% | 4%
O=C(CCn1cccc1)Nc1cccc(F)c1 | i | 14 | -5 | -10 | -4% | -1.1 | 45 | 19% | 3.3% | 1.2% | -9% | -3%
Cc1ccc(CCN2C(=O)c3ccccc3C2C(=O)NCc2cccnc2)cc1 (stereo not given) | i | 15 | 12 | 0 | -5% | 1.3 | 69 | -7% | -0.5% | 0.6% | 5% | -1%
COc1ccc(CNCC(O)(c2ccccc2)c2ccccc2)cc1OC | i | 4 | -18 | 8 | -3% | 1.2 | 31 | 2% | -0.3% | 3.7% | -4% | 3%
O=C(NCc1ccc2c(c1)OCO2)C1CCN(S(=O)(=O)c2cccs2)CC1 | i | -6 | nt | nt | -5% | -3.1 | 71 | -5% | 0.6% | 0.4% | -3% | 1%
COc1ccc(NC(=O)C(c2ccccc2)c2ccccc2)cn1 | i | -1 | 22 | 7 | -6% | 2.0 | 89 | 4% | 10% | -0.1% | -5% | 2%
CCOc1ccc(OCC)c(-c2c(=O)n(OCc3ccc(C(C)(C)C)cc3)c3ccccc3[n+]2[O-])c1 | i | 8 | 27 | 30 | 4% | 3.6 | 61 | 9% | 1.0% | -0.2% | -8% | 18%
COc1cc(C2N(c3ccccc3)CCN2c2ccccc2)cc(OC)c1OC | nt | nt | -19 | -11 | -1% | 2.8 | 96 | -2% | -0.4% | 0.1% | -5% | 14%

An unsorted share of the library; overall some 2.6% were active at least once.
